NPY-Y1 antag = NPY-Y1 (human) receptor antagonism; P25929; HEK293-CNG Y1 cells, membrane potential fluorescence; NPY at EC95, then isoproterenol; inhibition, % at 3.6 µM; 200,000 tested, 1% active;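 active = inhibition above the campaign mean inhibition of all tested compounds plus 3 SD, cut at about 20% in these data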;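 note: 0% = DMSO wells given NPY plus isoproterenol and 100% = isoproterenol alone without NPY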
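Assay system: HEK293 Y1/CNG channel cell line; Doses: single compound dose of 3.6 µM, 0.4% DMSO; Timing: dye 3 h, compound 60 min room temperature, stimulation 45 min; Technique: Membrane-potential fluorescent dye readout; Measure: % inhibition of NPY effect.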
eIF4E-4G inh = eIF4E/eIF4G interaction inhibition in translation initiation. inhibition, % at 21.7 µM. 220,000 tested, 0.37% active. P63073+Q04637. TR-FRET eIF4E-eIF4GI(517-606) binding, 2 h;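 active = inhibition above about 30%, limit read from the data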;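 note: 0% = full FRET control wells and 100% = background wells lacking eIF4GI fragment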
NPY2 pot ag = potentiators or agonists of human neuropeptide Y receptor Y2; 220,000 tested, 0.45% active; cells expressing NPY-Y2, potentiator/agonist read-out; activation, % at 3.6 µM; in the data active = activation above about 27%;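 note: cells stimulated with NPY near EC25 plus isoproterenol at EC100; 0% = vehicle plus submaximal agonist and 100% = vehicle plus saturating agonist; some results beyond the cut were filed as inactive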
p97 inhibitor = inhibitors of human p97 ATPase; inhibition, % at 8 µM; recombinant p97 ATPase, Kinase-Glo ATP luminescence, 3 h; 220,000 tested, 0.42% active; in the data active = inhibition above about 15%;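 note: 0% = DMSO vehicle and 100% = wells lacking enzyme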
S1P4 antagonist = human S1P4 receptor antagonism; S1P4-expressing cells, antagonist mode, reporter read-out; inhibition, % at 4.98 µM; 220,000 tested, 0.26% active; O95977; in the data active = inhibition above about 29%;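 note: 0% = wells stimulated with agonist and 100% = vehicle wells without agonist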
NPY-Y1 PAM-ag = human NPY-Y1 potentiation or agonism, primary screen; P25929; NPY-Y1 expressing cells, potentiator/agonist activation; activation, % at 3.6 µM; 220,000 tested, 0.37% active; in the data active = activation above about 33%, passing the limit was not always enough;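 note: cells stimulated with NPY at EC10 then isoproterenol at EC100; 0% = low agonist plus stimulus and 100% = saturating agonist plus stimulus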
S1P4 ag = agonists of human S1P4 receptor. activation, % at 4.98 µM. S1P4-expressing cell line, agonist reporter assay. 220,000 tested, 0.35% active. AID 1509. O95977; in the data active = activation above about 11%;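 note: 0% = DMSO vehicle and 100% = reference agonist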
PGE2 EP2 inh = blocks the human prostaglandin E2 receptor EP2; 260,000 tested, 0.52% active; C6 glioma cells expressing human EP2, cAMP TR-FRET; cells stimulated with saturating PGE2; P43116; inhibition, % at 25 µM; AID 1422;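 active = percent inhibition above 40 after rounding to a whole number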;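 note: rat C6 glioma host cells with rolipram phosphodiesterase inhibitor present; the protocol text gives 20 µM as final concentration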
EP2 mod = EP2 receptor (human) modulation | P43116 | EP2-expressing cells, cAMP HTRF FRET, PGE2 co-stimulation | induction, % at 25 µM | 260,000 tested, 0.83% active;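 active = compounds whose cAMP rise, as percent of the full-agonist control response, exceeds 60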;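 note: rat C6 glioma line stably carrying human EP2 under a CMV promoter; the protocol text gives 20 µM as final concentration; 100% = response of wells given 1 µM PGE2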
* marks the source's active call; other numbers are inactive results; · = not tested or not shown; & = joins results of further samples; [ ] = dose if it differs, or a comment.

SMILES | NPY-Y1 antag | eIF4E-4G inh | NPY2 pot ag | p97 inhibitor | S1P4 antagonist | NPY-Y1 PAM-ag | S1P4 ag | PGE2 EP2 inh | EP2 mod
CCOCCCNC(=O)C(c1ccc(C)cc1)N(Cc1cccs1)C(=O)c1ccccn1 (stereo unspecified) | 6 | -3 | 4 | 1 | 4 | 25 | 0.1 | 14 | 19
O=C(Nc1c(F)cc(F)cc1Br)c1cc2nc(C(F)F)cc(C(F)F)n2n1 | 5 | 9 | 4 | 6 | -25 | 6 | 0.9 | 14 | 5
CS(=O)(=O)N(CC(=O)Nc1cccc([N+](=O)[O-])c1)c1ccccc1 | -4 | 4 | -9 | 11 | 0 | 11 | 0.7 | 3 | -38
Cc1ccc(O)c(NC(=O)c2cc3nc4c(c(C(F)(F)F)n3n2)CCc2ccccc2-4)c1 | 1 | -18 | 13 | 4 | 0 | 0 | -2.0 | 17 | -18
COc1ccc(NC(=O)C2CCCN(c3c4c(nc5ncnn35)CCC4)C2)cc1OC (stereo unspecified) | 0 | 2 | 12 | 6 | 5 | 12 | 2.0 | 7 | -8
CC(C(=O)NCc1ccc2c(c1)OCO2)N1c2cccc3cccc(c23)S1(=O)=O (stereo unspecified) | 4 | 6 | -8 | -1 | -16 | 5 | -3.2 | 8 | 5
N=c1sccn1CC(=O)NC(c1ccccc1)c1ccccc1 | -2 | -1 | 0 | 0 | -15 | -4 | 0.5 | 8 | 4
CC1(C)Cc2ccccc2-c2nnc(-c3ccc(O)cc3)n21 | 0 | -12[fluorescence artefact?] | 2 | 2 | -1 | -3 | 0.7 | · | 12
COc1cc(C)c(NC(=O)C(=S)NCc2ccccc2)cc1C | -4 | 3 | -2 | 0 | 1 | -1 | -1.1 | -1 | -39
O=C(CSCc1ccc(Cl)c(Cl)c1)Nc1c[nH]c(=O)[nH]c1=O | 4 | 2 | -11 | 12 | -20 | -4 | -1.2 | 3 | -3
O=C(NCc1ccccn1)c1ccc(N2CCCC2=O)cc1 | 1 | 4 | 1 | 6 | 4 | 31 | 0.6 | 22 | 9
Cc1cc(C(=O)N/N=C/c2ccc([N+](=O)[O-])cc2)c2ccccc2n1 | · | -2 | -21 | -4 | 7 | -15 | 0.9 | 6 | 1
Cc1ccccc1OCC(O)CN1CCN(CCN2C(=O)c3cccc4cccc(c34)C2=O)CC1 (stereo unspecified) | 5 | 2 | 11 | -1 | -8 | 13 | 3.4 | 4 | -10
COc1ccccc1NC(=O)CN1CCN(c2ccccc2OC)CC1 | -3 | -2 | -2 | -5 | -11 | -18 | 1.7 | 3 | -9
N/C(=N\OC(=O)Cc1ccc([N+](=O)[O-])cc1)c1cccc(Br)c1 | 8 | 0 | -17 | -1 | -4 | -15 | -0.4 | 3 | -44
Cc1ccc(SCCNC(=O)c2ccccc2C)cc1 | 8 | -1 | -13 | 0 | -2 | -40 | 4.7 | 11 | -46
Cc1nc2ncnn2c(C)c1CCC(=O)N1CCN(Cc2ccccc2)CC1 | 2 | 5 | 23 | 1 | -8 | 3 | 0.2 | 0 | 16
O=C(O)CCN(CCC(=O)O)S(=O)(=O)c1ccccc1 | -2 | 0[fluorescence artefact?] | 29 | 6 | -3 | 3 | 0.7 | 3 | 7
COc1ccc(C(=O)NCc2ccncc2)cc1OC | -2 | -2 | 0 | 1 | -12 | -3 | 0.2 | 6 | 14
CC1(C)CC2(CC(c3ccccc3F)c3ccc(O)c(O)c3O2)NC(=S)N1 (stereo unspecified) | -5 | 0 | -11 | 6 | 9 | 22 | -0.3 | 8&13 | -71&-9
Cc1cccc(C)c1NC(=O)CS(=O)CC(=O)NCCCc1ccccc1 (stereo unspecified) | 0 | -2 | 1 | 3 | -8 | -4 | 2.0 | 29 | 8
O=C(CN1CCN(Cc2ccccc2)CC1)N1CCCCCC1 | 3 | -1 | 7 | -7 | -14 | -19 | 0.0 | 4 | 4
CC1=C(C(=O)Nc2ccccc2C)C(c2ccc(C)o2)NC(=S)N1 (stereo unspecified) | -3 | 2 | -4 | 3 | -189 | 9 | -0.2 | 14 | 12
O=C(Nc1ccc(N2CCOCC2)cc1)C1CC(=O)N(c2ccccc2)C1 (stereo unspecified) | 7 | 5 | 13 | 3 | -13 | 11 | 0.4 | 8 | -5
Cc1nnsc1C(=O)N/N=C/c1ccc2ccccc2c1O | 10 | 1 | 1 | 6 | -21 | 9 | 0.4 | 11 | -7
Nn1c(SCc2cc([N+](=O)[O-])cc3c2OCOC3)nnc1-c1ccccn1 | · | 4 | -10 | 6 | -10 | 16 | -1.2 | 8 | -28
Cc1nc2ccc(NC(=O)c3ccc(Br)o3)cc2s1 | -1 | -1 | 12 | 0 | -22 | -12 | -0.1 | 3 | -49
O=C(COc1ccccc1[N+](=O)[O-])OCC(=O)N1CCC(Cc2ccccc2)CC1 | 1 | 10[fluorescence artefact?] | -1 | -3 | -4 | -10 | -0.8 | 7 | 9
COC(=O)c1ccccc1NC(=S)N1CCN(C2CCCCC2)CC1 | 1 | 2 | 6 | 3 | -10 | 6 | -0.3 | 8 | -9
CCOc1ccc(C(=O)Nc2ccncc2)cc1 | 2 | 2 | 24 | 5 | -5 | 6 | 2.3 | 11 | -13
COc1ccc(CCN2CC(C(=O)O)CC2=O)cc1 (stereo unspecified) | 2 | -11[fluorescence artefact?] | 11 | 0 | -5 | -1 | 0.7 | 8 | -8
O=C(O)CCN1Cc2ccccc2C1=O | 2 | 2[fluorescence artefact?] | 3 | 4 | -22 | 9 | 0.5 | 12 | 8
COc1cc(NC(=O)CN(C)Cc2ccc(OC(F)F)cc2)c(C)cc1[N+](=O)[O-] | 8 | 0 | -1 | -1 | -11 | -11 | -0.2 | 13 | -14
O=C(O)COc1c(Cl)cc(/C=C2/NC(=O)NC2=O)cc1Br | -2 | -1 | 2 | 4 | 9 | 4 | -1.1 | 16 | 26
Cc1c(N/C(=N/S(=O)(=O)c2cc([N+](=O)[O-])ccc2Cl)c2ccccc2)c(=O)n(-c2ccccc2)n1C | 2 | 5 | 0 | 5 | -7 | -5 | -1.1 | 0 | -21
CC(=O)Nc1ccc(C(=O)OCC(=O)Nc2c(F)cccc2F)cc1 | · | 1 | -12 | -8 | -2 | -8 | 1.6 | 4 | -15
O=C(CCC1CCCN(C(=O)c2cncs2)C1)NCc1ccc(F)c(F)c1 (stereo unspecified) | 1 | 0 | -8 | 0 | -7 | -3 | -1.4 | 5 | 8
COc1cc(/C=C/C(=O)OCC(=O)Nc2cccc(Oc3ccccc3)c2)ccc1O | 2 | -7 | -12 | -6 | -15 | -10 | 0.1 | 6 | -7
N#C/C(=C\c1ccc(OCC(N)=O)cc1)c1ccccc1 | -6 | -8[fluorescence artefact?] | 5 | -4 | -6 | 8 | 0.3 | 9 | -60
O=C(Nc1ccccc1)OC1CCS(=O)(=O)C1 (stereo unspecified) | -1 | -4 | 0 | -4 | -13 | -3 | 0.9 | 4 | 27
Cc1ccc(C)c(NC(=O)Cc2ccc(S(=O)(=O)N3CCCCC3)s2)c1 | -2 | 10[fluorescence artefact?] | 10 | 2 | -17 | -4 | -0.8 | 7 | -4
COc1ccccc1C(=O)Oc1cc(N)n(S(=O)(=O)c2ccc(C)cc2)n1 | -2 | -1 | -7 | 29* | -6 | 6 | 1.2 | 4 | 35
O=C(CC1C(=O)NCCN1C(=S)Nc1ccccc1)Nc1ccc(F)cc1 (stereo unspecified) | 1 | 4 | 8 | 3 | -12 | -2 | 2.1 | 6 | 5
CC(C)COc1ccc(Br)cc1CNC(C)(C)C | 28* | 4 | 26 | -1 | 1 | 1 | -0.1 | 3 | 18
CCOC(=O)c1cnc(SC)nc1Oc1cccc(NC(=O)c2cccc(Cl)c2Cl)c1 | -8 | -6 | -6 | 3 | 9 | -19 | 0.0 | 11 | -7
CCN(CC)S(=O)(=O)c1cccc(NC(=O)COC(=O)c2cc(C)oc2C)c1 | -4 | 4 | 4 | -5 | 3 | 8 | -2.9 | 9 | 17
O=C(CN1C(=O)C2C3C=CC(C3)C2C1=O)OCC(=O)c1ccccc1 (stereo unspecified) | -5 | 0 | 7 | 2 | -9 | -10 | 1.8 | 10 | 15
Cc1cc(C)cc(NC(=O)Cn2cnc3c(nnn3Cc3ccc(F)cc3)c2=O)c1 | 0 | 1 | 8 | 5 | -12 | -3 | -0.1 | 5 | -10
COc1ccccc1NC(=O)N1CCc2[nH]c3ccc(F)cc3c2C1 | -1 | -13 | 4 | 11 | -15 | -2 | 1.2 | 12 | -14
CN(CC(=O)NCc1ccc(Cl)cc1)S(=O)(=O)c1cccc2nsnc12 | -7 | -13 | 4 | 3 | -18 | -14 | 1.3 | 12 | -42

4 entries from above, arranged by the value under NPY-Y1 PAM-ag, low to high:
Structure	NPY-Y1 PAM-ag
Cc1cc(C(=O)N/N=C/c2ccc([N+](=O)[O-])cc2)c2ccccc2n1	-15
O=C(CN1C(=O)C2C3C=CC(C3)C2C1=O)OCC(=O)c1ccccc1 (stereo unspecified)	-10
N=c1sccn1CC(=O)NC(c1ccccc1)c1ccccc1	-4
Nn1c(SCc2cc([N+](=O)[O-])cc3c2OCOC3)nnc1-c1ccccn1	16

The results go on:
SMILES | NPY-Y1 antag | eIF4E-4G inh | NPY2 pot ag | p97 inhibitor | S1P4 antagonist | NPY-Y1 PAM-ag | S1P4 ag | PGE2 EP2 inh | EP2 mod
CCOC(=O)NC(Nc1cc(C)on1)(C(F)(F)F)C(F)(F)F | -2 | -1 | 8 | 3 | -9 | 9 | 0.1 | 8 | 3
COc1ccc(S(=O)(=O)NCCC(=O)NCc2ccc(F)cc2)cc1 | -5 | -6 | -11 | -1 | -5 | -2 | -1.1 | 7 | 14
COc1cccc(C(=O)N(c2ccc(C)cc2)C2C=CS(=O)(=O)C2)c1 (stereo unspecified) | 0 | 5 | -5 | 2 | -4 | 6 | 0.8 | 4 | 1
COCCNC(=S)N/N=C(\C)c1ccc(-n2ccnc2)cc1 | 2 | 4 | -8 | 3 | -2 | -11 | 1.4 | 7 | 0
COc1ccc(OC)c(N2CC(O)(c3ccccc3)[N+]3=C2SCCC3)c1 (stereo unspecified) | 0 | 1 | -26 | 2 | 7 | -5 | -0.5 | 8 | -25
CCOC(=O)N1CCN(CC(O)COCC2=CCC3CC2C3(C)C)CC1 (stereo unspecified) | -5 | 3[fluorescence artefact?] | 43* | -3 | 11 | 17 | 3.3 | 11 | 15
CN(C)S(=O)(=O)c1ccc(NC(=O)CN2CCc3ccccc32)cc1 | · | -6 | -6 | 8 | -8 | 6 | -0.6 | 2 | -10
Cc1c(C=O)c2ccccn2c1C(=O)c1cccc([N+](=O)[O-])c1 | 2 | -2 | -1 | 0 | -7 | 5 | 2.4 | 6 | -63
COc1cccc(OC)c1C(=O)NC(=S)Nc1cccc(NC(=O)c2ccco2)c1 | 4 | 0 | -12 | 3 | -1 | -11 | 2.2 | 11 | -43
CC(C)[C@H](NC(=O)[C@H](CCCN=C(N)N)NC(=O)NC(Cc1ccccc1)C(=O)O)C(=O)NC(C=O)CCCN=C(N)N (stereo partly specified) | 5 | -1[fluorescence artefact?] | 3 | 1 | -18 | 8 | 2.6 | 18 | 21
Cc1c(NC(=O)CN2CCN(C(c3ccccc3)c3ccccc3)CC2)c(=O)n(-c2ccccc2)n1C | 5 | 7 | -26 | -3 | 1 | 9 | 0.5 | 16 | 2

The list is partial; the hit share may differ from the screen's.
